# Salmonella PhoP GFP – PhoP-dependent GFP reporter repression – Salmonella Typhimurium, primary screen (AID 1863) | S. Typhimurium PhoP-regulated promoter GFP reporter, 4 h; higher % means a stronger effect | inhibition, % at 50 µM, or IC50 in µM where a hit was titrated | 0.16% of 300,000 active;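 active = inhibition over 29.93%, a cutoff 3 SD above the screen mean, later confirmed by dose response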;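 also: 0% = low Mg2+ inducing control and 100% = high Mg2+ repressing control; strong numbers were not always called active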
# T cell HTS – modulates CD8 T cell binding to vesicles; 2C CD8+ T cell-vesicle binding, flow cytometry; active compounds read low; calls only at 7 µM; 0.068% of 330,000 active; AID 2052;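 active = response, share of CD8 T cells binding vesicles, and their 90th percentile fluorescence all below set limits, cut at about 80% in these data, passing the limit was not always enough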
#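 Also added: QL9-peptide-loaded Drosophila micro-vesicles bearing Ld, ICAM-1 and B7-1; Test system: purified 2C TCR transgenic mouse naive CD8+ T cells; Measured by: cytometric PE anti-B7-1 and Alexa647 anti-CD8 signals after 1% paraformaldehyde fixation; Timing: binding step 1.5 h, 37 °C, antibody labelling 20 min, ice.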
# NTR1 ag – agonists of NTR1, primary screen, imaging, U2OS cells, beta-arrestin-GFP, high content (AID 493036); P30989; NTR1-U2OS beta-arrestin-GFP spot imaging, agonist mode; activation, % at 20 µM; 0.17% of 330,000 active;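 active = activation at or above 40% of the spot to cytoplasm intensity ratio, with at least 20 cells analyzed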;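 also: 0% = DMSO without peptide and 100% = 100 nM NTR1 peptide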
# Target sequence (P30989 whole entry, looked up): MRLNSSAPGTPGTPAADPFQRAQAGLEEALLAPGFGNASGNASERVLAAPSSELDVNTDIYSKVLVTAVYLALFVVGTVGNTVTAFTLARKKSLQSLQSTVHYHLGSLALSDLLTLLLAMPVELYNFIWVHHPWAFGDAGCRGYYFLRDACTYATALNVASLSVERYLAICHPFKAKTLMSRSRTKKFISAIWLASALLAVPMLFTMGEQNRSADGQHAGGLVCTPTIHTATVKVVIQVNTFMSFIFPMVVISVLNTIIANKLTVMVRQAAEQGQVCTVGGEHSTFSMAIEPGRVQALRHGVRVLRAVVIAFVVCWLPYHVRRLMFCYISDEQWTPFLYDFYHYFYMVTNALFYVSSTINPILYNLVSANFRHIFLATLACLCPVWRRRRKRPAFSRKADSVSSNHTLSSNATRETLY
# T cell HTS vesicle-bound % – further read-out of T cell HTS, marked with its call; double positive events, %; measured here: CD8+ vesicle-bound cell fraction;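 binding gate set so that unloaded-vesicle control wells show 10% double positive cells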
# NTR1 ag cell count 20 µM – further read-out of NTR1 ag, marked with its call; cell count; measured here: cell count, cytotoxicity flag
# Active calls of the source: *; i = inactive.
SMILES,Salmonella PhoP GFP,T cell HTS,T cell HTS vesicle-bound %,NTR1 ag,NTR1 ag cell count 20 µM
COc1cccc(C(=O)NCCS(=O)(=O)N2CC(C)CC(C)C2)c1 (stereo not drawn),4%,i,24,-0.2,58
COc1ccc(N2CCN(C(=O)CSc3ncn[nH]3)CC2)cc1,0%,i,17,-0.9,62
O=C(CSc1nnc(NC(=O)c2c(F)cccc2F)s1)NCc1ccco1,6%,i,43,-0.7,57
CC(C)CC1Nc2ncnc(N3CCN(c4ccccn4)CC3)c2N(Cc2ccc(Br)cc2)C1=O (stereo not drawn),8%,i,20,-1.1,111
Cc1ccc(C)c(S(=O)(=O)N2CCN(C(=O)Cc3c(F)cccc3Cl)CC2)c1,-3%,i,54,1.0,38
CC(C)CC1Nc2ncnc(N3CCN(c4ccccc4)CC3)c2N(Cc2ccc(Cl)cc2)C1=O (stereo not drawn),-1%,i,20,2.2,51
CCCn1c(N)c(N(CCOC)C(=O)c2ccc(-c3ccc(Cl)cc3)o2)c(=O)[nH]c1=O,-5%,i,56,0.8,68
CC(OC(=O)c1ccc(OCC2CCCO2)cc1)C(=O)N(C)Cc1ccccc1 (stereo not drawn),-10%,i,34,0.1,54
COc1ccc(S(=O)(=O)NNC(=O)C23CC4CC(CC(C4)C2)C3)cc1[N+](=O)[O-],-5%,i,54,5.3,47
COCCN(C(=O)COC(=O)/C=C/c1ccccc1Cl)c1c(N)n(Cc2ccccc2)c(=O)[nH]c1=O,2%,i,25,-0.9,69
COc1ccc2oc(C(=O)N3CCN(C(=O)c4ccco4)CC3)c(C)c2c1,-3%,i,33,-1.0,51
COc1cc(C(=O)NCC(=O)N2CCN(S(=O)(=O)c3ccccc3)CC2)cc(OC)c1OC,-1%,i,46,0.0,77
CCCCN1C(=O)C(=O)N(CC(=O)c2ccc3c(c2)OCO3)C1=O,-5%,i,58,1.4,76
Cc1ccc(-n2ccnc(SCC(=O)NC3CCCCC3)c2=O)cc1F,3%,i,17,1.1,70
CC(C)(C)c1nnc(NC(=O)COc2ccc3c(c2)OCO3)s1,1%,i,59,3.0,60
C=CCNc1nc(C(=O)OCC(=O)Nc2c(Cl)cccc2C(F)(F)F)cs1,-4%,i,24,1.8,54
O=C(c1ccc2c(=O)n3c(nc2c1)CCC3)N1CCCSC1=Nc1ccccc1,6%,i,58,1.4,59
CCCCCC(CC(=O)NO)C(=O)NC(C(=O)N1CCCC1CO)C(C)C (stereo not drawn),13µM*,i,20,0.4,60
COc1ccc(N2CCN(C(CNC(=O)C(=O)NC3CC3)c3ccco3)CC2)cc1 (stereo not drawn),-7%,i,56,-1.9,52
CCN(CC(=O)Nc1ccc(NC(C)=O)cc1)C(=O)CCCSc1nc2ccccc2[nH]1,-3%,i,35,-0.9,54
COCCN(C(=O)CSc1nc(N)cc(=O)[nH]1)c1c(N)n(Cc2ccccc2)c(=O)[nH]c1=O,-9%,i,38,0.2,60
CC(Sc1ccccc1)C(=O)NNC(=O)c1csc(N2CCOCC2)n1 (stereo not drawn),-3%,i,62,0.5,65
O=C1OC(=O)C2C3CCC(O3)C12 (stereo not drawn),5%,i,64,5.4,50
COc1ccccc1N1CC(C(=O)Nc2cc(C(F)(F)F)ccc2N2CCCC2)CC1=O (stereo not drawn),-3%,i,30,-0.4,67
CCCCN(C(=O)c1cc(CC)c(C)s1)c1c(N)n(CCC)c(=O)[nH]c1=O,8%,i,30,-0.7,51

# Overlap with the part before: six compounds; new compounds follow.
SMILES,Salmonella PhoP GFP,T cell HTS,T cell HTS vesicle-bound %,NTR1 ag,NTR1 ag cell count 20 µM
CCN(CC(=O)Nc1ccc(NC(C)=O)cc1)C(=O)CCCSc1nc2ccccc2[nH]1,-3%,i,35,-0.9,54
COCCN(C(=O)CSc1nc(N)cc(=O)[nH]1)c1c(N)n(Cc2ccccc2)c(=O)[nH]c1=O,-9%,i,38,0.2,60
CC(Sc1ccccc1)C(=O)NNC(=O)c1csc(N2CCOCC2)n1 (stereo not drawn),-3%,i,62,0.5,65
O=C1OC(=O)C2C3CCC(O3)C12 (stereo not drawn),5%,i,64,5.4,50
COc1ccccc1N1CC(C(=O)Nc2cc(C(F)(F)F)ccc2N2CCCC2)CC1=O (stereo not drawn),-3%,i,30,-0.4,67
CCCCN(C(=O)c1cc(CC)c(C)s1)c1c(N)n(CCC)c(=O)[nH]c1=O,8%,i,30,-0.7,51
Cc1nc(SCC(=O)N2CCCCCC2)[nH]c(=O)c1C,-5%,i,55,0.4,61
CN(Cc1cccc(Cl)c1)C(=O)C1CCN(C(=O)Nc2ccccc2)CC1,-3%,i,30,0.7,57
O=C1CC2(CCN(C(=O)c3ccccc3[N+](=O)[O-])CC2)Oc2ccccc21,-6%,i,59,-0.7,71
Cc1ccc(-c2nc(SC(C)C(=O)N3CCCC3)n[nH]2)cc1 (stereo not drawn),-2%,i,32,0.1,64
O=C1COc2ccc(C(=O)COC(=O)c3ccc(S(=O)(=O)C(F)F)cc3)cc2N1,-4%,i,40,1.6,53
O=C(COC(=O)c1cc(Cl)ccc1O)NNC(=O)c1ccc([N+](=O)[O-])cc1,-3%,i,29,0.4,82
CCC(C)[C@H]1CNCCN1CCc1cccc2ccccc12 (stereo partly drawn),-2%,i,45,2.1,101
CCOc1ccc(OCC(=O)OC(C)C(=O)Nc2ccc(Cl)cn2)cc1 (stereo not drawn),-6%,i,22,0.3,50
Nc1nnc(SCC(=O)NC2CCCCCC2)s1,10%,i,58,-0.5,49
NC(=O)c1ccsc1NC(=O)C1CCN(S(=O)(=O)c2cccs2)CC1,-7%,i,43,0.3,54
CS(=O)(=O)c1ccc(Cl)c(NC(=O)COC(=O)CCN=C2NS(=O)(=O)c3ccccc32)c1,4%,i,42,0.5,61
Cc1cc(NC(=O)CSCC(=O)Nc2ccccc2N2CCCCC2)no1,-6%,i,8,0.8,70
Cn1ccsc1=NC(=O)c1cc(S(=O)(=O)N2CCOCC2)ccc1Cl,-7%,i,25,0.1,61
CCOc1ccc(S(=O)(=O)NCCC(=O)NC2CCCCC2)cc1,-2%,i,48,2.1,65
C=CCn1c(SCC(=O)NCc2ccco2)nnc1C1CCCCC1,4%,i,40,-0.1,46
CN(CC(=O)Nc1c(Cl)cccc1Cl)C(=O)CCc1nc2sc3c(c2c(=O)[nH]1)CCCC3,-5%,i,61,-0.3,49
CC(NC(=O)COC(=O)CSc1ccc(F)cc1)c1ccc(F)cc1 (stereo not drawn),-2%,i,42,0.0,64
CCN(CC)c1ccc(S(=O)(=O)N2CCCCC2)cc1NC(=O)CN1C(=O)NC2(CCCC2)C1=O,10%,i,37,1.2,54
C#CCOCCOCCOCCNc1nc(N2CCN(C(=O)CCCCCCCCCCNC(=O)[C@@H](CCSC)n3cc(CCO)nn3)CC2)nc(N2CCN(C(=O)CCCCCCCCCCNC(=O)[C@H](CCCN=C(N)N)n3cc(C[C@@H](C)CC)nn3)CC2)n1,-10%,i,34,7.6,92
COc1ccc(C(=O)Nc2cc3c4c(c2)C(C)C(=O)N4CCC3)cc1OC (stereo not drawn),6%,i,46,0.1,61
COc1ccc(S(=O)(=O)Nc2cc3c4c(c2)CC(=O)N4CCC3)cc1,6%,i,16,2.7,61
COc1cccc(C(=O)Nc2cccc(-c3ccc(N4CCOCC4)nn3)c2)c1OC,1%,i,33,3.4,70
CC12CCC(=O)N1C(C(=O)NNC(=O)c1cccc(Cl)c1)CS2 (stereo not drawn),-6%,i,28,-1.4,32
COc1ccccc1N(Cc1ccccc1)S(=O)(=O)c1cccc(C(=O)Nc2ccc(C)cn2)c1,-5%,i,46,2.2,41
COc1cccc(C(=O)NCCS(=O)(=O)NCc2ccccn2)c1,-4%,i,45,0.7,79

# Some entries already given, limited to T cell HTS.
molecule | T cell HTS
Cc1cc(NC(=O)CSCC(=O)Nc2ccccc2N2CCCCC2)no1 | i
Cn1ccsc1=NC(=O)c1cc(S(=O)(=O)N2CCOCC2)ccc1Cl | i

# The list continues.
SMILES,Salmonella PhoP GFP,T cell HTS,T cell HTS vesicle-bound %,NTR1 ag,NTR1 ag cell count 20 µM
Cc1ccccc1-c1nnc(SCC(=O)NC2CCCC2)n1C,-2%,i,26,-0.4,51
CCCCCCCN1CCN=C1N(C)C,5%,i,33,11,85
COc1ccc(C(=O)Nc2cc3c4c(c2)CC(=O)N4CCC3)c(OC)c1,7%,i,24,1.2,73
Cc1ccc(OCCNC(=O)CNC(=O)c2ccc(C)c(C)c2)cc1,-7%,i,50,1.7,48
CCOc1ccc(S(=O)(=O)NCC(c2ccc3c(c2)OCO3)N2CCN(C)CC2)cc1 (stereo not drawn),3%,i,23,-1.1,36
CC(C)COc1cccc(C(=O)Nc2ccc(N3CCOCC3)cc2N2CCOCC2)c1,0%,i,41,4.1,52
COc1ccccc1CNC(=O)C(=O)NCCC1CCCCN1S(=O)(=O)c1ccccc1 (stereo not drawn),-4%,i,43,2.1,58
CCN(CC(=O)Nc1c(F)cccc1F)C(=O)CSc1nc2ccccc2o1,-5%,i,30,-0.6,75
O=C(CNC(=O)C12CC3CC(CC(C3)C1)C2)OCC(=O)N1CCCCC1,2%,i,23,0.0,53
CCc1ccc(C(=O)C(C)OC(=O)c2nc3nc(C)cc(C)n3n2)cc1 (stereo not drawn),-3%,i,42,-0.7,43
N#Cc1ccccc1S(=O)(=O)N1CCN(CC(=O)NC(=O)NC2CCCCC2)CC1,-1%,i,18,2.5,44
COc1ccc(NS(=O)(=O)c2cccc(C(=O)NNC(=O)CNC(=O)c3ccc(C)cc3)c2)cc1,1%,i,32,-0.1,68
CSc1ccc(C(=O)c2[nH]c(=O)[nH]c2C)cc1,-8%,i,37,1.1,61
CCn1c(SCC(=O)N(C)C)nc2cc(S(=O)(=O)N3CCCCC3)ccc21,6%,i,13,-0.9,69
Cc1cc(NC(=O)c2ccc(C#N)cc2)n(-c2ccccc2)n1,2%,i,18,4.5,74
Cc1ccc(C)c(S(=O)(=O)N2CCN(C(=O)CCc3nc4ccccc4c(=O)[nH]3)CC2)c1,-6%,i,36,1.5,56
CCN(C(=O)CSc1nc2ccc(OC)cc2[nH]1)c1c(N)n(Cc2ccccc2)c(=O)[nH]c1=O,-7%,i,54,0.5,59
CCOc1ccccc1C(=O)NCC(=O)Nc1ncccc1C,7%,i,59,1.1,69
CCCCN(C(=O)c1ccc(N2CCCC2=O)cc1)c1c(N)n(CCCC)c(=O)[nH]c1=O,-4%,i,54,3.8,39
CC(OC(=O)c1ccc(Cl)nc1)C(=O)NCc1ccc2c(c1)OCO2 (stereo not drawn),0%,i,29,2.2,46
COc1ccccc1C(=O)NC(CCSC)C(=O)NNC(=O)c1ccccc1C (stereo not drawn),-4%,i,9,2.5,65
Cc1cccc(C(=O)NCC(=O)NCC(c2cccs2)N2CCOCC2)c1 (stereo not drawn),-1%,i,30,-0.6,69
O=C(COC(=O)CCN=C1NS(=O)(=O)c2ccccc21)NNC(=O)c1ccccc1,-3%,i,43,-0.4,63
Cc1cccc(NC(=O)C(C)N2C(=O)c3ccccc3S2(=O)=O)n1 (stereo not drawn),-2%,i,36,0.3,62
Cc1noc(C)c1CSc1ccccc1C(=O)N(C)CC(=O)Nc1cccc(F)c1,-6%,i,12,-0.3,49

# Next part.
SMILES,Salmonella PhoP GFP,T cell HTS,T cell HTS vesicle-bound %,NTR1 ag,NTR1 ag cell count 20 µM
COc1ccc(N2CCN(C(=O)COC(=O)Cc3cccc(OC)c3)CC2)cc1,-7%,i,35,-0.1,72
Nc1nccnc1C(=O)OCC(=O)Nc1ccc2[nH]c(=O)[nH]c2c1,-5%,i,29,0.5,73
O=C(COC(=O)/C=C/c1ccc(Br)o1)Nc1ccc2[nH]c(=O)[nH]c2c1,11%,i,27,0.7,74
CCN(CC(=O)Nc1c(F)cccc1F)C(=O)c1ccc(-c2ccccc2)cc1,-7%,i,32,-0.1,73
CCC(=O)c1ccc(OCC(=O)OCC(=O)N2c3ccccc3CC2C)cc1 (stereo not drawn),7%,i,32,0.0,60
CNC(=O)c1c(NC(=O)C2=COCCO2)sc2c1CCN(C(=O)OC)C2,4%,i,41,0.3,52
COc1ccc(S(=O)(=O)N2CCCCCC2)cc1C(=O)N(C)Cc1cccs1,0%,i,57,1.2,55
O=C(COC(=O)c1ccccc1-n1cnnn1)c1ccc(Br)cc1,0%,i,36,0.3,48

# A second format for some results above:
# Below each SMILES – Salmonella PhoP GFP, T cell HTS, T cell HTS vesicle-bound %, NTR1 ag, NTR1 ag cell count 20 µM
C#CCOCCOCCOCCNc1nc(N2CCN(C(=O)CCCCCCCCCCNC(=O)[C@@H](CCSC)n3cc(CCO)nn3)CC2)nc(N2CCN(C(=O)CCCCCCCCCCNC(=O)[C@H](CCCN=C(N)N)n3cc(C[C@@H](C)CC)nn3)CC2)n1
  -10%, i, 34, 7.6, 92
Cn1ccsc1=NC(=O)c1cc(S(=O)(=O)N2CCOCC2)ccc1Cl
  -7%, i, 25, 0.1, 61
Cc1cccc(NC(=O)C(C)N2C(=O)c3ccccc3S2(=O)=O)n1 (stereo not drawn)
  -2%, i, 36, 0.3, 62

# High-throughput results (PubChem BioAssay)

# This is a subset, so the mix of outcomes need not match the whole.
